# TbREL1 inh – TbREL1 RNA ligase inhibitors, primary screen, biochemical, FRET fluorescence; inhibition, % at 9.66 µM; 89,000 compounds, 0.49% hits; AID 1117264, 2014; TbREL1 RNA ligation; RNA-editing ligase 1, mitochondrial (Trypanosoma brucei brucei), P86926;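 active = inhibition above the mean inhibition across all screened compounds plus 3 SD, cut at about 11% in these data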;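 also: 0% = plate median of test wells and 100% = NSC42067 control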
# Target sequence (P86926 whole entry, looked up): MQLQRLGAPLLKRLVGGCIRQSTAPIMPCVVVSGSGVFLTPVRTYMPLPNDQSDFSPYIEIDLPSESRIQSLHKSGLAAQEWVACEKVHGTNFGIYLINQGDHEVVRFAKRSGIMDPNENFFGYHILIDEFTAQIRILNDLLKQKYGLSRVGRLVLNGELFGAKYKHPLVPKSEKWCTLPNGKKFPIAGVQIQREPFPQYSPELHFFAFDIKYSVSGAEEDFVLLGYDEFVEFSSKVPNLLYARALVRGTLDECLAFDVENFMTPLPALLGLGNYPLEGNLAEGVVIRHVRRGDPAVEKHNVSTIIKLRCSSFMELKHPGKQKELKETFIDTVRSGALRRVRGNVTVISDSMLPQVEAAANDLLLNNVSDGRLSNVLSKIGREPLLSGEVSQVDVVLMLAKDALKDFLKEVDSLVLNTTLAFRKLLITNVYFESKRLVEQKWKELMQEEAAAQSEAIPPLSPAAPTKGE
# * hit, by the source's call. A portion of the library; count on the stated rates, not on these rows.
TbREL1 inh,Compound
6,Cc1ccc(NC(=O)c2ccc3c(c2)C(=O)N(c2ccccc2C)C3=O)nc1
1,O=C(OC(C(=O)NCc1cccs1)c1ccc(F)cc1)c1ccco1 (stereo not drawn)
-5,CCOC(=O)CCCNC(=O)CN1CCC(c2nc3ccccc3s2)CC1
2,COC(=O)c1sc(NC(=O)COc2ccc(OC)cc2)nc1C
-4,Cc1c(NC(=S)NC(=O)c2cccc(Br)c2)c(=O)n(-c2ccccc2)n1C
-5,COc1ccc(N2CCN(C(=S)Nc3ccc(C)cc3)CC2)cc1
0,Cc1ccc2nc(N(CCCN(C)C)C(=O)c3ccc(S(=O)(=O)N4CCc5ccccc5C4)cc3)sc2c1
0,N/C(=N\OC(=O)/C=C/c1ccccc1)c1ccc(Cl)cc1
0,COc1ccccc1C(=O)N1CCN(c2ccc(N3CCOCC3)nn2)CC1
8,O=C(/C=C/c1ccccc1)Nc1nnc(-c2ccco2)o1
1,COc1ccccc1OCc1nnc(SCCN2CCOCC2)o1
5,COc1ccccc1C(=O)Nc1ccc2oc(-c3ccc(F)cc3)nc2c1
-1,COc1ccccc1C(=O)Nc1cccc(-c2cn3ccsc3n2)c1
5,COc1cc(O)c(C(CC(=O)N2CCC(C)CC2)c2ccc3c(c2)OCO3)c(OC)c1 (stereo not drawn)
0,C=C(C)CSc1nnc(-c2cc(-c3ccc(OC)cc3)n[nH]2)n1N
-1,CCOC(=O)c1cnn(CCOC(=O)c2ccc(OC)cc2)c1NC(=O)c1ccc(OC)cc1
2,CC(=O)Nc1ccc(C(=O)OCC(=O)N2CC3(C)CC2CC(C)(C)C3)cc1 (stereo not drawn)
4,Cc1ccc(C(=O)N2CCN(c3ncccn3)CC2)o1
2,COc1ccc(/C(C)=N/NC(=O)c2nnn(-c3nonc3N)c2-c2ccccc2)cc1
-4,Cc1nc(N2CCc3ccccc3C2)[nH]c(=O)c1Cc1ccccc1
0,Nc1ncc2c(n1)CC(c1ccco1)CC2=O (stereo not drawn)
5,O=C(NC1CCCC1)c1cc2nc(-c3ccco3)cc(C(F)(F)F)n2n1
3,O=C(NC1C/C(=N/O)c2cc3c(cc21)OCO3)C(F)(F)F (stereo not drawn)
1,COc1ccc(CNC(=O)CCC(=O)N2CCN(C(C)=O)CC2)cc1
2,CC1(C(=O)Nc2ccc(Cl)cc2)Cc2c(-c3cccc(C(F)(F)F)c3)ccnc2O1 (stereo not drawn)
0,CCN1CCN(c2ccc(N3CCN(S(=O)(=O)c4cc([N+](=O)[O-])ccc4C)CC3)nn2)CC1
2,COCCNC(=O)CSc1nc2nn(-c3ccccc3)c(=O)c-2c2n1CCCCC2
5,C[C@@H]1CN([C@@H](C)CO)C(=O)CCCn2cc(nn2)CO[C@H]1CN(C)S(=O)(=O)c1cn(C)cn1
-2,O=C(Nc1ccc(-c2cn3ccsc3n2)cc1)C1CCCC1
1,CN(C(=O)COc1ccc(Br)cc1Cl)C1CCCCC1
4,O=C(O)CC1c2ccccc2S(=O)(=O)N1Cc1ccccc1 (stereo not drawn)
-2,CSCCC(NC(=O)COc1ccccc1)C(=O)N1CCC(C(N)=O)CC1 (stereo not drawn)
0,O=C(NCc1ccc2c(c1)OCO2)C1CC(c2ccc(Cl)c(Cl)c2)=NO1 (stereo not drawn)
2,CCCc1cc(=O)[nH]c(SCC(=O)NCCC2=CCCCC2)n1
0,CC(NC(=O)c1ccc(C(C)(C)C)cc1)C(c1cccs1)N1CCOCC1 (stereo not drawn)
3,N=c1nc(-c2ccccc2)ccn1O
-1,CC(C)(C)OC(=O)C[C@H]1C/C=C\C[C@@H](CC(=O)N[C@H](CO)Cc2ccccc2)C(=O)N2CCC[C@H]2COC1=O
4,C#CCOCCOCCOCCNc1nc(N2CCN(C(=O)Cn3cc(CCO)nn3)CC2)nc(N2CCN(C(=O)[C@H]([C@@H](C)O)n3cc(CCCCN)nn3)CC2)n1
-4,CCCCc1nnc(NC(=O)Cc2ccc(S(=O)(=O)N3CCOCC3)s2)s1
1,CCOC(=O)c1oc2cccc(O)c2c1C
1,CCCCC(c1nnnn1CC1CCCO1)N1CCN(c2cc(Cl)ccc2C)CC1 (stereo not drawn)
7,CCOc1ccc(NC(=O)COC(=O)CNC(=O)c2ccc(-c3ccccc3)cc2)cc1
5,Cc1nnc(N2C(=O)C(O)=C(C(=O)c3ccco3)C2c2ccc(F)cc2)s1 (stereo not drawn)
2,Cc1csc(CNc2ncnc3ccc(-c4cccnc4)cc23)c1
0,COc1ccc(OC)c(NC(=O)CSc2nc3n[nH]c(C)c3c(=N)n2-c2cccc(Cl)c2C)c1
4,O=C(Nc1ccccc1)C1CCN(S(=O)(=O)c2cccs2)CC1
5,CCOC(=O)CCC(NC(=O)CCC(=O)NC(CCC(=O)OCC)C(=O)OCC)C(=O)OCC (stereo not drawn)
0,O=C(NCc1nc2ccccc2[nH]1)C1=C[C@@H](c2ccc(C(F)(F)F)cc2)C[C@@H](OCCCCO)O1
-6,OCC1(CCc2ccccc2)CCN(Cc2cccn2-c2cccnc2)CC1
2,Cc1cccc(C)c1NC(=O)CNC(=O)CCC(=O)N1CCOCC1
-4,O=C(CN(Cc1ccc(F)cc1)C(=O)CNS(=O)(=O)c1ccc(F)cc1)NCc1ccco1
-6,CN(C)c1cccc(C(=O)OCC(=O)N(C)c2ccccc2)c1
-2,COc1ccc(/C=N/n2cncn2)cc1COc1ccc(NC(C)=O)cc1
-2,Cc1ccc(S(=O)(=O)/N=C(\c2ccc(Cl)cc2)N2CCOCC2)cc1
-4,C[n+]1ccccc1C1CCCC/C1=N\Nc1ccc([N+](=O)[O-])cc1[N+](=O)[O-] (stereo not drawn)
2,COc1cc2c(cc1OC)C1=C(C#N)CCC(=O)N1CC2
0,Cc1ccc(-c2nn(-c3ccccc3Cl)cc2C(=O)NCC2CCCO2)cc1 (stereo not drawn)
-2,CS(=O)(=O)N1CCC(C(=O)c2cccc(Cl)c2)CC1
-4,CC(C)(C)NC(=O)Cn1c(SCC(=O)NC2CC2)nc2ccccc21
-2,O=S(=O)(NCc1ccc(F)cc1)c1ccc2c(c1)OCCO2

# 17 neighbouring entries from above, for reference:
TbREL1 inh,Compound
2,CCCc1cc(=O)[nH]c(SCC(=O)NCCC2=CCCCC2)n1
0,CC(NC(=O)c1ccc(C(C)(C)C)cc1)C(c1cccs1)N1CCOCC1 (stereo not drawn)
3,N=c1nc(-c2ccccc2)ccn1O
-1,CC(C)(C)OC(=O)C[C@H]1C/C=C\C[C@@H](CC(=O)N[C@H](CO)Cc2ccccc2)C(=O)N2CCC[C@H]2COC1=O
4,C#CCOCCOCCOCCNc1nc(N2CCN(C(=O)Cn3cc(CCO)nn3)CC2)nc(N2CCN(C(=O)[C@H]([C@@H](C)O)n3cc(CCCCN)nn3)CC2)n1
-4,CCCCc1nnc(NC(=O)Cc2ccc(S(=O)(=O)N3CCOCC3)s2)s1
1,CCOC(=O)c1oc2cccc(O)c2c1C
1,CCCCC(c1nnnn1CC1CCCO1)N1CCN(c2cc(Cl)ccc2C)CC1 (stereo not drawn)
7,CCOc1ccc(NC(=O)COC(=O)CNC(=O)c2ccc(-c3ccccc3)cc2)cc1
5,Cc1nnc(N2C(=O)C(O)=C(C(=O)c3ccco3)C2c2ccc(F)cc2)s1 (stereo not drawn)
2,Cc1csc(CNc2ncnc3ccc(-c4cccnc4)cc23)c1
0,COc1ccc(OC)c(NC(=O)CSc2nc3n[nH]c(C)c3c(=N)n2-c2cccc(Cl)c2C)c1
4,O=C(Nc1ccccc1)C1CCN(S(=O)(=O)c2cccs2)CC1
5,CCOC(=O)CCC(NC(=O)CCC(=O)NC(CCC(=O)OCC)C(=O)OCC)C(=O)OCC (stereo not drawn)
0,O=C(NCc1nc2ccccc2[nH]1)C1=C[C@@H](c2ccc(C(F)(F)F)cc2)C[C@@H](OCCCCO)O1
-6,OCC1(CCc2ccccc2)CCN(Cc2cccn2-c2cccnc2)CC1
2,Cc1cccc(C)c1NC(=O)CNC(=O)CCC(=O)N1CCOCC1

# (more compounds)
TbREL1 inh,Compound
-4,C=CCSc1nc2ccccc2c(=O)n1C1CCOC(C)(C)C1 (stereo not drawn)
2,O=[N+]([O-])c1ccc(-c2csc(N3CCc4ccccc4C3)n2)cc1
0,COc1ccc(-c2cc3ccc(OC)cc3cn2)cc1
-1,CC1=C(C(=O)NCc2ccccc2)C(c2cc(Br)cc(Br)c2OC(C)C)NC(=O)N1 (stereo not drawn)
1,CCN1C[C@@H]2[C@@H]3C(=O)N(C)C(=O)[C@@H]3[C@](CC)(C1=O)N2C(=O)c1ccc(C)cc1
-3,C/C(=N\NC(=O)c1ccc(OC2OCCOC2Oc2ccc(C(=O)N/N=C(\C)c3ccncc3)cc2)cc1)c1ccncc1 (stereo not drawn)
0,Cc1ccccc1OCCC(=O)Nc1ccc(S(=O)(=O)N(C)C2CCN(C)CC2)cc1
-1,COc1ccc(C(=O)c2c3ccccc3[n+]([O-])n2Cc2ccc(C(N)=O)cc2)cc1
0,CS(=O)(=O)c1ccc(Sc2nc3ccccc3[nH]2)c([N+](=O)[O-])c1
-1,O=C(NCCS(=O)(=O)N1CCN(c2ccccc2F)CC1)c1ccc(F)c(F)c1
1,O=C(COc1ncnc2sccc12)N1CCN(S(=O)(=O)c2ccc(Cl)cc2)CC1
0,O=C(N/N=C/c1cnc2ccccc2n1)c1cccc(F)c1
-2,COc1ccc(N2C[C@@]3(O)CC[C@@H](O)[C@@H](OC)[C@@H]3[C@@](C)(O)[C@@H]2CC=C(C)C)cc1
3,N#Cc1cccc(Cn2nnc(-c3ccccc3)n2)c1
1,COc1ccc(CN2CCN(C(=O)c3ccco3)CC2)cc1
0,Cc1ccc(C(=O)Nc2cccnc2Oc2ccc(Cl)cc2)cc1
-1,O=C(NCc1ccccc1)C1CCN(S(=O)(=O)c2ccc(N3CCCC3=O)cc2)CC1
-1,CC1Oc2ccccc2N(CC(=O)N2CCCCCC2)C1=O (stereo not drawn)
-4,CC1C=CCC2C(=O)N(c3cc(Cl)ccc3O)C(=O)C12 (stereo not drawn)
-1,Cc1ccccc1-c1cc2nc(NCCc3ccncc3)n(C)c(=O)c2s1
5,CCC(C)(C)NC(=O)c1cccc(NC(=O)C(C)C)c1
0,CC(C)(C)C(=O)OCc1cn(-c2ccc(Cl)cc2)nn1
1,CCOc1ccc(NC(=O)CSc2nnc(Cn3cnc([N+](=O)[O-])n3)n2C)cc1
-2,COc1ccccc1C(=O)NNC(=S)Nc1ccccc1
-3,NC(Cc1c[nH]c2ccccc12)C(=O)NCc1ccco1 (stereo not drawn)
0,O=C(O)CCC(NC(=O)C1CCCN1C(=O)OCc1ccccc1)C(=O)O (stereo not drawn)
0,CN1OC[C@@H]2CN(C(=O)C(C)(C)C)[C@H](c3cccc(N4CCOCC4)c3)C[C@@H]21
-1,Cc1ccc(S(=O)(=O)N2CCOCC2)cc1C(=O)NCC1CCCCC1
-5,C=CC[C@H](CC(=O)N(CCO)Cc1ccccc1)C(=O)N[C@@H](COC(=O)[C@@H](CC=C)CC(=O)OC(C)(C)C)Cc1c[nH]c2ccccc12
1,N#CC1=C(N)SC(N)=C(C#N)C1C1C=CCCC1 (stereo not drawn)
2,Cc1ccc(COC(=O)CCCN=C2NS(=O)(=O)c3ccccc32)cc1
2,O=c1cc(-c2ccc(F)cc2)oc2ccccc12
6,CC(NC(=O)CC(c1ccccc1)c1cc(Cl)ccc1O)c1ccccc1 (stereo not drawn)
2,O=C1CCN(Cc2ccc(O)cc2)CCN1[C@H](CO)Cc1ccccc1
5,Brc1cnc(N2CCCC2)nc1N1CCOCC1
1,N/C(=N\OC(=O)C1CCCCC1)c1ccccn1
-4,CC(C)CN(CCNC(=O)CN1C(=O)CSc2ccc(S(=O)(=O)N3CCOCC3)cc21)CC(C)C
-4,COC(=O)c1cccc(Cn2ccc3ccc(-c4ccc5ccn(C(=O)c6ccccc6OC)c5c4)cc32)c1
-5,Cn1c(=O)c2c(ncn2CC(=O)N2CCN(c3ccc([N+](=O)[O-])cc3)CC2)n(C)c1=O
1,CC(=O)C(Sc1nnnn1-c1ccccc1)C(C)=O
7,Cc1cc(Nc2cc(Cl)cc(Cl)c2)cc(=O)n1-c1cc(Cl)cc(Cl)c1
0,O=C(NNC(=O)c1ccc(Br)s1)c1csc(N2CCOCC2)n1
2,Cc1cc(Nc2cc(F)ccc2C)n2nc(C)nc2n1
-1,Cc1ccc(SC/C(O)=C(\C#N)c2nc3ccccc3n2C)cc1
0,CC(C)N1C(=S)SC(C)(C)C1NO (stereo not drawn)
-5,Cc1ccc2cc(CN(CC3CCCO3)C(=S)NCc3ccco3)c(=O)[nH]c2c1C (stereo not drawn)
4,O=c1cnnc(Nc2cccc(F)c2)[nH]1
-2,Cc1cc(N)ccc1-n1c(C)ccc1C
0,CCC(NCc1cccnc1)c1ccc(OC)c(OC)c1 (stereo not drawn)
2,CCOC(=O)Cn1nc(C)n(-c2ccc(C(C)C)cc2)c1=O
2,COc1ccc2[nH]c(=O)c(CN(CC3CCCO3)C(=O)Nc3ccccc3OC)cc2c1 (stereo not drawn)
5,COc1cc(NC(=O)C2CCCN2S(=O)(=O)c2cccc3cccnc23)cc(OC)c1OC (stereo not drawn)
1,CCCCCCCCN1C(=O)[C@H](CC(=O)N2CCC(c3ccccc3)CC2)C[C@@]2(C(=O)OC)CC(C)(C)CC=C12
0,CCCC[C@H](C(=O)N(CC)c1ccccc1)[C@@H](O)c1ccc(Cl)cc1
3,Fc1ccc(CSc2nc3ccccc3[nH]2)c2ccccc12
-3,O=C(NCc1ccccc1)OCCN1CCN(Cc2ccccc2)CCC1=O
-1,COc1cc(OC)cc(-c2c(-c3cccs3)c3cc(-c4ccc5c(c4)OCCO5)ccc3n2C)c1
3,Cc1ccc(C(=O)NN2C(=O)c3ccc(S(=O)(=O)c4ccc(C(=O)O)cc4)cc3C2=O)cc1
-1,COc1cccc(NC(=O)CN2CCC(C)CC2)c1
4,COc1ccc(NC(=O)COC(=O)/C=C/c2cccs2)c(OC)c1

# Next structures:
TbREL1 inh,Compound
0,Cc1oc(/N=C/c2ccc(Cl)cc2Cl)c(C#N)c1C
-1,COc1ccccc1CN1CCN(Cc2nc(Cc3ccccc3)no2)CC1
-1,CC1(C(=O)NCCCNc2ncc(C(F)(F)F)cc2Cl)C=CCN1C(=O)c1ccccc1 (stereo not drawn)
0,Cc1ccc(-c2nn3cnnc3c3ccccc23)cc1C
0,Cc1ccc(Nc2ncccc2C(=O)NCc2cccs2)c(C)c1
3,O=C(COC(=O)CNS(=O)(=O)c1ccc(F)c(F)c1F)NC1CCCC1
-1,C1CCC(n2nnnc2CN2CCCC2)CC1

# Compound activity as filed in PubChem.
